APJ agonist – APJ receptor agonism. CHO-K1 APJ PathHunter beta-arrestin, luminescence; 0% DMSO wells, 100% apelin. activation, % at 20 µM. hit rate 0.11% among 330,000. AID 2520;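 active means activation more than six SD over the plate average, tested at 20 µM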;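 further: 0% = DMSO alone and 100% = apelin-13 at 10 nM; some results filed as inactive read as strong as hits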
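Test system – PathHunter CHO-K1 APJ (AGTRL-1) beta-arrestin reporter cells · Input – 1000 cells/well · Compound – single test compound dose, 20 µM final, 1% DMSO · Times – compound stimulation 90 min at 25 °C, detection 60 min · Technique – beta-gal luminescence · Read-out basis – APJ–arrestin association signal · Control set – negative DMSO alone, positive Apelin-13 at 10 nM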
UPR XBP1 act – adaptive UPR (XBP1) activation; CHO-XBP1 luciferase reporter, IRE1-XBP1 UPR activation, luminescence; percent of tunicamycin response, DMSO as zero; activation, % at 20 µM; hit rate 0.33% among 330,000;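 active means versus positive control, 20 µM dose yields 30% or more activation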;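 further: 100% = tunicamycin at 10 µg/mL and 0% = DMSO only wells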
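Material: CHO-XBP1 cells stably carrying IRE1-XBP1-driven luciferase reporter | Medium: F12 with 10% serum | Compound dosing: 20 µM single concentration, DMSO 1% | Incubation: Overnight seeding at 37 °C, 6 h compound treatment at 37 °C | Detection: Steady-Glo luminescence read | Read-out basis: % activation of reporter signal versus tunicamycin and DMSO controls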
tim10-1 inh – tim10-1 yeast growth inhibition; hit rate 2.2% among 330,000; inhibition, % at 20 µM; AID 463190; S. cerevisiae tim10-1 ts strain growth, BacTiter-Glo, 24 h;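 active means inhibition of at least 40%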;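 further: mutant grown at 25 °C; 0% = DMSO wells with yeast and 100% = wells holding no yeast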
tim23-1 inh – tim23-1 yeast growth inhibition; S. cerevisiae tim23-1 growth, BacTiter-Glo luminescence, 24 h; inhibition, % at 20 µM; hit rate 1.3% among 330,000;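 active means growth inhibition of the mutant yeast at or above 50%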;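 further: temperature-sensitive mutant grown at 25 °C; plate controls were DMSO-treated mutant yeast for no effect and medium wells lacking yeast for full effect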
Mdm2-MdmX inh – human Mdm2/MdmX binding inhibition; inhibition, % at 8 µM; SaOS-2 split-luciferase Mdm2/MdmX complementation, luminescence; hit rate 3% among 330,000;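 active means inhibition of at least 50% at 8 µM in the primary screen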
Target sequence (O15151 whole entry, looked up): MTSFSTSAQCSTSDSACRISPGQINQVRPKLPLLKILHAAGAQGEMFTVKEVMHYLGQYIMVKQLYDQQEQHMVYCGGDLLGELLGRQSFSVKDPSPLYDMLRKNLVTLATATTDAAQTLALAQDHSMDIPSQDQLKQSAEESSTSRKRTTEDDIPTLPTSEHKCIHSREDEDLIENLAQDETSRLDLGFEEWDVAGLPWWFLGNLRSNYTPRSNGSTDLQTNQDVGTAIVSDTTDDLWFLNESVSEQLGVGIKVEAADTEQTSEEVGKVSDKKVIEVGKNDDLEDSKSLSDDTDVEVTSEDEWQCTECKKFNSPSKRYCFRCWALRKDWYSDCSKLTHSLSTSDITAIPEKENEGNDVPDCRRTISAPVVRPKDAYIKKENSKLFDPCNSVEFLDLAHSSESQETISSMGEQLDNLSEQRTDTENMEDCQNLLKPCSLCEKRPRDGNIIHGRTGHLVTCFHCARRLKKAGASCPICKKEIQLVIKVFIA
Target sequence (Q00987 whole entry, looked up): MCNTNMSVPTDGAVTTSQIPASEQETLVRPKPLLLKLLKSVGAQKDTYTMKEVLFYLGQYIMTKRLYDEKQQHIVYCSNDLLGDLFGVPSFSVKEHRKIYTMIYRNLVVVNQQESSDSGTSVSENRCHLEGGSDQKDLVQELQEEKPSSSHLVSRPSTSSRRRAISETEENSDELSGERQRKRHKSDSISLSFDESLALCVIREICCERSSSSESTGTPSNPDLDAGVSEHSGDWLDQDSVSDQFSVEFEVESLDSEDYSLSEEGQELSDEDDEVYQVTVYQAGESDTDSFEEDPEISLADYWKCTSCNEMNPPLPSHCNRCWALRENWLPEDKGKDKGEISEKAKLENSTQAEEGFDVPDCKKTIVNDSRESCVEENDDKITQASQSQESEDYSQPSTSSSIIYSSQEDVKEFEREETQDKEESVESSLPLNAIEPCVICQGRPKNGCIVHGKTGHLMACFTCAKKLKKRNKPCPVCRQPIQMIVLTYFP
NALP3 yeast inh – blocks the NALP3 inflammasome reconstituted in yeast | Yeast reconstituted NLRP3/ASC/caspase-1, beta-gal luminescence, 24 h | inhibition, % at 10 µM | hit rate 0.39% among 330,000 | AID 2825;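 active means inhibition of 50% or more; inactive means inhibition below 50%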;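 further: plate controls were induced DMSO wells for no effect and uninduced yeast grown without galactose for full effect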
NR3A LBD binder – NR3A (human) ligand-binding domain modulation; Tm shift relative to glycine control, % at 25 µM; AID 1259313; NR3A LBD differential scanning fluorimetry, Tm shift; 0% = protein alone, 100% = glycine-bound protein; hit rate 2.5% among 340,000;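 active means melting temperature shift of at least 10% of the positive control shift, at one fixed dose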
CHOP UPR activ – apoptotic UPR (CHOP) activation. activation, % at 10 µM. hit rate 0.34% among 330,000. AID 449763. CHO-CHOP luciferase reporter, luminescence; percent of tunicamycin response over DMSO baseline;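 active means at 10 µM dose, activation of 40% or more, normalized to positive control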;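 further: 100% = tunicamycin at 10 µg/mL and 0% = DMSO alone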
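Assay system: CHO-CHOP cells, stable luciferase reporter of PERK-eIF2a-CHOP signalling / Buffer or medium: F12 plus 10% serum / Compound dosing: one dose, 10 µM in 0.5% DMSO / Times: 6 h compound treatment, 37 °C / Technique: luciferase luminescence / Read-out: % reporter activation, DMSO baseline versus tunicamycin full activation / Benchmarks: tunicamycin and DMSO controls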
TIM10 inh – inhibits growth of TIM10 yeast strain | S. cerevisiae TIM10 strain growth, BacTiter-Glo luminescence, 24 h | inhibition, % at 10 µM | hit rate 1.4% among 330,000;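 active means inhibition of 40% or more at the single tested concentration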;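 further: wild-type TIM10 isogenic control strain grown at permissive 25 °C; 0% = DMSO yeast wells and 100% = minimal medium wells without yeast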
Numbers without * were called inactive; . = no result given. Rows were taken by chance; any-hit rate near 8.2%.

SMILES	APJ agonist	UPR XBP1 act	tim10-1 inh	tim23-1 inh	Mdm2-MdmX inh	NALP3 yeast inh	NR3A LBD binder	CHOP UPR activ	TIM10 inh
COC(=O)[C@]1(C)N[C@H](CN(C)C(=O)c2ccc(F)cc2)[C@@H]2C(=O)N(C)C(=O)[C@@H]21	-1	1	15	3	4	1	1	3.3	3
Nc1nc(Nc2ccccc2F)nc(NC2CCCCC2)c1[N+](=O)[O-]	-1	11	3	12	24	-14	-11	-1.0	5
COc1ccc(CN(CC(=O)NC2CCCC2)C(=O)CN2C(=O)COc3ccccc32)cc1	0	-1	0	9	22	3	0	0.4	-12
Cc1ccc(C)c(N2CCN(Cc3nnnn3C3CCCCC3)CC2)c1	0	-1	34	30	1	-6	-2	-1.9	29
COc1ccc(C2CC(c3ccccc3)=NN2c2ccccc2)c(C(=O)O)c1OC (stereo not given)	-1	-2	12	12	22	4	0	-0.3	-8
Cc1ccccc1NS(=O)(=O)c1cc(C(N)=O)ccc1C	-5	-2	-2	7	1	10	1	-0.6	8
CCC(C)(C)NC(=O)C(c1ccc(F)cc1)N(Cc1ccccc1)C(=O)c1cnccn1 (stereo not given)	0	-3	28	25	-8	8	-2	-0.8	17
CCC(=O)Nc1cccc(NC(=O)c2ccc(C)c([N+](=O)[O-])c2)c1	-4	3	10	-12	-10	-16	2	2.4	-1
CC(C)(C)OC(=O)NCc1ccc(CNC(=O)c2nc[nH]c2C(=O)N2CCN(c3ccccc3)CC2)cc1	-4	0	5	-7	19	12	2	-0.3	3
Cc1ccccc1-n1c(C)nc2ccccc21	-2	2	28	-6	-5	-23	-1	-0.4	16
C=CCn1c(O)c(N=NC(=O)c2ccccc2NS(=O)(=O)c2cccs2)c2ccccc21	-4	-2	15	-2	4	7	0	1.8	-2
COc1ccccc1N1C(=O)c2ccccc2NC1c1ccc(O)cc1 (stereo not given)	-4	-3	18	13	21	5	0	1.0	-8
Cc1cc2oc(C(=O)NCc3ccncc3)c(C)c2cc1C	1	-2	12	15	15	17	-2	0.7	9
COc1cccc(C(=O)C2CCCN(C/C=C/c3ccccc3OC)C2)c1 (stereo not given)	-1	-1	15	1	23	25	0	0.8	4
CN(C)/C=C/C(=O)c1ccc(OCCN(C)c2ccccn2)cc1	-1	-1	2	23	-11	2	2	4.2	13

Sorted by SMILES length (largest number first): part of the list above.
SMILES	APJ agonist	UPR XBP1 act	tim10-1 inh	tim23-1 inh	Mdm2-MdmX inh	NALP3 yeast inh	NR3A LBD binder	CHOP UPR activ	TIM10 inh
COC(=O)[C@]1(C)N[C@H](CN(C)C(=O)c2ccc(F)cc2)[C@@H]2C(=O)N(C)C(=O)[C@@H]21	-1	1	15	3	4	1	1	3.3	3
COc1ccc(CN(CC(=O)NC2CCCC2)C(=O)CN2C(=O)COc3ccccc32)cc1	0	-1	0	9	22	3	0	0.4	-12
Cc1ccc(C)c(N2CCN(Cc3nnnn3C3CCCCC3)CC2)c1	0	-1	34	30	1	-6	-2	-1.9	29

(further entries)
SMILES	APJ agonist	UPR XBP1 act	tim10-1 inh	tim23-1 inh	Mdm2-MdmX inh	NALP3 yeast inh	NR3A LBD binder	CHOP UPR activ	TIM10 inh
CSc1nc2ccccc2n1CC(=O)Nc1cc(C(F)(F)F)ccc1N1CCOCC1	-3	2	19	1	-1	9	-5	2.8	-1
CCCCC(CCC(=O)Nc1cc([N+](=O)[O-])ccc1O)C(=O)O (stereo not given)	-2	0	-9	13	-2	6	0	-1.4	-6
O=C(CN(Cc1ccccc1)C(=O)CCC(=O)Nc1nccs1)NCc1ccc(F)cc1	-4	0	8	5	-2	-2	0	-0.5	0
CCc1cc(C(=O)c2ccccc2OC)c(N)s1	-1	0	-31	10	-7	-7	-2	-0.5	-6
O=C(COc1cc2oc(=O)c3c(c2cc1Cl)CCC3)NCC(O)c1ccccc1 (stereo not given)	-1	0	18	10	6	15	-2	4.2	9
Cc1cc(S(=O)(=O)NCCCN2CCOCC2)c(Cl)cc1Cl	-1	-2	-33	-17	-10	4	-1	0.7	4
Clc1ccc(/C=N/Nc2ncnc3nc[nH]c23)cc1	2	2	13	-2	-32	-2	1	6.2	-8
COC(=O)c1ccc(OCCOc2ccccc2C)cc1	0	-2	-28	3	-7	22	2	0.8	-24
CC(C)c1cc(NCC2CCCO2)n2c(nc3ccccc32)c1C#N (stereo not given)	0	-1	48*	37	6	11	-2	0.5	26
CCOc1ccc(C(=O)NCC(=O)OCCCOC(=O)CNC(=O)c2ccc(OCC)cc2)cc1	-1	-4	22	18	6	-10	-15	3.1	9
COc1c(C)cc(Br)cc1C(=O)NC(=S)NCc1ccco1	-1	-4	-2	23	14	33	5	1.0	-16
N#C/C(=C\c1ccc(F)cc1)c1n[nH]c(Cn2cncn2)n1	-3	-3	-11	-5	-3	0	1	-0.8	-6
CC(C)CCOc1ccc(C2CC(=O)N(C)C2=O)cc1 (stereo not given)	-4	-2	-5	5	-1	31	-1	3.9	4
Cc1cc(C)n2cc(COc3ccccc3)nc2n1	0	2	6	-1	-16	10	-1	-0.8	0
S=C(Nc1ccc2c(c1)OCO2)Nc1ccccc1Cl	-2	-4	3	-13	0	11	-1	1.7	-13
CC(C)(C)SCCNC(=O)c1ccc(Cl)c([N+](=O)[O-])c1	0	-1	34	53*	-31	34	1	1.3	9
COc1ccccc1CN1CC(C(=O)NC2CCOCC2)CCC1=O (stereo not given)	-3	-6	-2	2	-14	17	-1	1.4	2
CCN(CC)S(=O)(=O)c1ccc(Cl)c(OC)c1	-5	5	6	-4	27	29	0	-3.2	7
CCOCc1nc(C)c(Cl)c(NS(=O)(=O)c2ccc(N)cc2)n1	0	2	-3	-2	-5	2	-2	-0.4	5
O=C(CSc1nnc2c(n1)[nH]c1ccccc12)N1CCCCC1	-2	3	5	7	-1	12	-2	-1.0	-25
CNC(=O)CSCCn1c(SCC(=O)NC)nc2ccccc2c1=O	1	-2	4	9	8	2	6	1.0	4
COc1ccc2[nH]c(C)cc(=O)c2c1	-3	1	-1	-1	17	7	1	-3.4	-10
Cc1ccc(S(=O)(=O)N2CCN(C(=O)C(Cc3ccccc3)NC(=O)c3ccccc3)CC2)cc1 (stereo not given)	0	-2	-3	-1	-10	9	1	0.3	3
CC(=O)N[C@@H](C)c1nc2ccccc2n1CCNC(=O)[C@H]1CCCN1c1nc(CN2CCCCC2)cs1	9	-1	-11	-3	18	22	.	0.1	-11
CC(C)C(NC(=O)c1ccc(C(C)(C)C)cc1)C(=O)NCC(c1ccccc1)N(C)C (stereo not given)	-5	-1	21	22	44	-2	-2	-2.4	12
COc1ccc(N2CCN(C(=O)CN3C(=O)NC(C)(C4CC4)C3=O)CC2)cc1 (stereo not given)	-2	1	6	9	10	10	-2	-0.6	10
Cc1ccc(C2CC(=O)C(C=NCCN3CCN(C(=S)Nc4ccccc4)CC3)=C(O)C2)cc1 (stereo not given)	-2	0	12	7	7	16	-2	1.0	14
CC(=O)COc1ccc2c3c(c(=O)oc2c1C)CCCCC3	1	6	-10	1	-97	11	-3	3.9	25
CN(C)S(=O)(=O)c1cccc(C(=O)NC(=S)N(CCC#N)Cc2cccnc2)c1	-4	0	3	12	-4	-6	-1	-0.4	-11
COCCCN1CC23C=CC(O2)C(C(=O)O)C3C1=O (stereo not given)	-4	-1	3	4	-2	-2	0	0.3	3
CCOC(=O)C1=C(C)NC(C)=C(C(=O)OCC)C1c1ccco1	-2	0	0	4	12	-1	0	-1.2	-8
Cc1c(C(=O)Nc2ccc(S(=O)(=O)Nc3ncccn3)cc2)oc2ccc(Cl)cc12	0	-3	15	9	12	7	-13	-0.1	1
CC1CCN(S(=O)(=O)N2CCCC(C(=O)NCc3ccccc3Cl)C2)CC1 (stereo not given)	1	-3	31	23	-11	4	-4	5.3	-2
CCOc1ccccc1N1CC(C(=O)Nc2ccccc2N2CCOCC2)CC1=O (stereo not given)	3	2	-1	22	-31	23	-5	-1.9	-3
O=C(Nc1ccc(Cl)cn1)c1ccc(COCC(F)(F)C(F)F)o1	-8	3	33	19	4	29	-18	0.3	11
CCN1CCC2(CC1)N=C(c1ccc(F)cc1)C(=S)N2C(=O)c1ccc(C(C)(C)C)cc1	-2	-1	8	53*	-5	-11	2	1.3	13
CCOC(=O)C1=C(C)N(C)C(C)=C(C(=O)OCC)C1c1cccnc1	-3	-2	22	10	9	4	1	2.0	30
CCn1c(O)c(N=NC(=O)Cc2csc(N3CCOCC3)n2)c2ccccc21	-2	-1	34	15	-17	1	-3	-1.7	17
O=C(COc1ccccc1F)NNC(=O)c1ccc2c(=O)n3c(nc2c1)CCC3	-5	-1	-3	-2	1	22	0	0.2	3
O=[N+]([O-])c1ccc(C2CCCC/C2=N/O)c([N+](=O)[O-])c1 (stereo not given)	0	0	13	9	10	13	2	-0.5	5
Cc1c(-c2nc3ccccc3[nH]2)cnn1C	-3	-2	-41	0	-7	17	0	2.6	3
CCC(C)NS(=O)(=O)c1ccc(NC(=O)Cc2ccc(OC)cc2)cc1 (stereo not given)	-1	4	-6	8	-16	22	-3	-0.4	-15
CCC(C)(C)NC(=O)C1CC(=O)N(CCc2ccc(F)cc2)C1 (stereo not given)	-4	-4	-2	-1	21	13	4	1.4	16
CC(=O)Oc1c(C(=O)c2nnc(C)o2)c(=O)n(Cc2ccccc2)c2ccccc12	-2	-1	7	22	54*	5	-3	5.8	7
CN(Cc1nc2ccccc2c(=O)[nH]1)Cc1cc(=O)oc2ccc3ccccc3c12	-1	2	4	25	-22	7	-1	0.5	-3
Nc1c(C(=O)NCc2ccco2)c2nc3ccccc3nc2n1CCc1ccccc1F	-1	1	32	30	-31	6	3	13	30
CCOC(=O)c1ccc(NC(=O)c2nc[nH]c2C(=O)N2CCC(C)CC2)cc1	6	-2	31	30	19	18	0	-1.1	6
CC(=O)N1CCc2cc(Br)cc(S(=O)(=O)N3CCN(C(=O)c4ccco4)CC3)c21	0	-4	9	21	6	6	-1	-0.9	17
CCOC(=O)C1(Cc2cccc(OC)c2)CCN(Cc2cnc(C)s2)CC1	0	-3	5	5	-7	18	-1	0.1	3
Cn1c(SCC(=O)c2ccccc2)nnc1C1COc2ccccc2O1 (stereo not given)	-3	0	18	27	1	20	1	1.9	-5
O=C(N/N=C/c1ccco1)C1CCCC1	-4	-2	4	13	4	2	1	0.3	7
CCOC(=O)N1CCN(S(=O)(=O)c2ccc(OC)c(OC)c2)CC1	-3	-1	2	0	22	15	-1	-2.5	5
O=C(NCCCc1ccccc1)C1CCN(c2nnc(-n3cccc3)s2)CC1	-1	1	29	16	-29	22	0	5.5	11
COc1ccc(OCCCC(=O)Nc2nccs2)cc1	-5	-3	-10	7	11	29	5	1.5	-14

Mdm2-MdmX inh: what is marked active above.
smiles	APJ agonist	Mdm2-MdmX inh	NALP3 yeast inh	NR3A LBD binder	TIM10 inh
CC(=O)Oc1c(C(=O)c2nnc(C)o2)c(=O)n(Cc2ccccc2)c2ccccc12	-2	54*	5	-3	7

High-throughput results from PubChem.
